# Screening results as filed in PubChem.
# SMN2 splice enh: enhancers of SMN2 splice variant expression. hit rate 2.8% among 210,000. Potency, µM (highest dose often 46.1 µM), inactives show top-dose activity change, positive = activation, most hits filed as activators. HEK293 SMN2-luciferase splicing reporter, luminescence, 30-36 h. AID 1458; note: % of control where 0% means no effect; nearly all actives have a fitted effect of over 55% in size
#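 HEK293 cells carry an SMN2 minigene-luciferase reporter in which exon 7 inclusion puts luciferase in frame. Cells were seeded at 2000 cells/well, attached for 10-12 hours, then exposed to compounds for 30-36 hours at 37C before ONE-Glo luminescence.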
# Lamin A splicing: LMNA splicing modulation. HeLa LMNA splicing GFP/RFP minigene ratio, 48 h. Potency, µM (titrated, usually from 46.1 µM), for the others: at the highest dose ratio change, negative = inhibition, hits mostly inhibitors. hit rate 0.01% among 200,000. AID 1487; active = well fitted inhibition curve with a large enough effect in the signal ratio, with a control signal flat, not every such curve was filed as active; inconclusive = small, poorly fitted or top-dose-only effect, or effect the other way, or a change in a side signal; the % refers to the signal ratio; note: % is set by controls: 0 for no effect and ±100 for the full control effect
#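 S3 HeLa stable clones carrying a lamin A-EGFP splicing minigene plus DsRed2 were seeded at 600 cells/well in Opti-MEM with 2% FBS, pin-dosed and incubated 48 h at 37°C. Acumen cytometry (488 nm) gave the GFP/RFP total-intensity ratio.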
# TR SRC2 fluor cs: alters Texas Red total fluorescence, flagging assay interference. AID 1479. hit rate 0.29% among 280,000. Potency, µM (series often up to 106 µM), for the others: at the highest dose fluorescence change, negative = quenching. TRb/SRC2 Texas Red total fluorescence interference; active = well fitted curve in either direction with a large enough effect; inconclusive = small, poorly fitted or top-dose-only effect; note: % is set by controls: 0 for no effect and ±100 for the full control effect
#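 Human TRβ ligand-binding domain (0.6 uM) and Texas Red SRC2 peptide (20 nM) in Tris buffer with 1 uM T3 and 5% DMSO were incubated with pinned compound for 5 hr at ambient temperature. Total fluorescence was computed as S + 2P (555/632 nm).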
# RECQ1 inh: blocks DNA unwinding by human RECQ1 | hit rate 0.54% among 240,000 | RECQ1 DNA unwinding, red fluorescence kinetic read | Potency, µM (titrated, usually from 57.3 µM), for the others: top-dose activity, negative = inhibition, hits mostly inhibitors;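 note: plate controls were vehicle for no effect and no enzyme for full effect; nearly all actives have a fitted effect of over 30% in size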
#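 RECQ1T1 50 nM; forked duplex (20 bp + 30-nt ss tails) 200 nM, ATP 2 mM final; pH 8.0, 2 mM MgCl2, 2.5 ug/ml poly(dI-dC); 15 min compound preincubation; discontinuous kinetic read over 2 h at RT.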
# GoLoco inh red: blocks human Gai1 binding to RGS12 GoLoco peptide, red readout. AID 880. Potency, µM (highest dose often 61.6 µM), without a hit: top-dose activity, negative = inhibition, hits mostly inhibitors. Gai1:RGS12 GoLoco peptide FP, rhodamine, 10 min. hit rate 0.44% among 230,000; active = well fitted inhibition curve with a large enough effect, not every such curve was filed as active; inactive = no such curve, though single readings can be large or run the other way; note: % is set by controls: 0 for no effect and ±100 for the full control effect; nearly all actives have a fitted effect of over 30% in size; many of its hits are not listed in these tables
# Target sequence (P63096 whole entry, looked up): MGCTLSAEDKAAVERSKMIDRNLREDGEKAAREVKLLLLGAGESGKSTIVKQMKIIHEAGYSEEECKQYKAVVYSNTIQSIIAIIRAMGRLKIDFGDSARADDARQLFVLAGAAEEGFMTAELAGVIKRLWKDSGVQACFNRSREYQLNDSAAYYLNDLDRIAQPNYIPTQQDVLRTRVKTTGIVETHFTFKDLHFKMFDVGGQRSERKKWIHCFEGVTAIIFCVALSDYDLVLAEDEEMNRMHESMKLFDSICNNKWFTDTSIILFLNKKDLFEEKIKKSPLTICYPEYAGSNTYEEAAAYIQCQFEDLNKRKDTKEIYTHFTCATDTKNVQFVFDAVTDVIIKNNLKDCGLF
# TRb SRC2 PPI: inhibitors of human thyroid hormone receptor beta-SRC2 interaction; hit rate 0.065% among 280,000; TRbeta-SRC2 peptide binding, fluorescence polarization; receptor liganded with 1 µM T3; Potency, µM (top dose mostly 106 µM), inactives show at the top dose activity change, negative = inhibition, hits mostly inhibitors; P10828;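 note: plate controls were bound peptide for no effect and peptide without receptor for full effect; nearly all actives have a fitted effect of over 50% in size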
#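 A fluorescence polarization screen tested compounds at multiple concentrations against complex formation between 0.6 uM TRb ligand-binding domain and 20 nM Texas Red SRC2 peptide, with 1 uM T3 present; readout after 5 hr.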
# ALDH1A1 inh: ALDH1A1 (human) enzyme inhibition; P00352; Purified ALDH1A1, NADH fluorescence, propionaldehyde substrate; Potency, µM (top dose mostly 75.3 µM), for the others: top-dose activity, negative = inhibition, hits mostly inhibitors; hit rate 7.3% among 220,000; active = well fitted inhibition curve with a large enough effect, not every such curve was filed as active; inconclusive = small, poorly fitted or top-dose-only effect, or another doubt; inactive = no such curve, though single readings can be large or run the other way;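 note: plate controls were no enzyme wells and a reference inhibitor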
# Target sequence (P00352 whole entry, looked up): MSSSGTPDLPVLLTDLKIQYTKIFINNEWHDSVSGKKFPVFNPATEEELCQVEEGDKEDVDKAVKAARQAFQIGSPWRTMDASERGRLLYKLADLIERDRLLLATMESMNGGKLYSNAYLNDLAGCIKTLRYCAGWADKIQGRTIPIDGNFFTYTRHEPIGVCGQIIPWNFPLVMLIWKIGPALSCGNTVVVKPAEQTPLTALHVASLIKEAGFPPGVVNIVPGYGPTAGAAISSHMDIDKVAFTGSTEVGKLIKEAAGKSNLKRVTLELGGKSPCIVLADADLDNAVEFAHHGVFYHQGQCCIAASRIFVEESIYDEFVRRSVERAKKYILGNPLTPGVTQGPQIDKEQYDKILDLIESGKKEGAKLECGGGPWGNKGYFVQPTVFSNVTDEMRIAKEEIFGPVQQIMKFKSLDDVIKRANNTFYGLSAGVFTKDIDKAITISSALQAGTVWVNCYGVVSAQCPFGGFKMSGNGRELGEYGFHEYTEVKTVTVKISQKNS
# JMJD2E inh: inhibitors of human JMJD2E histone demethylase; B2RXH2; JMJD2E catalytic domain, FDH-coupled NADH fluorescence (FDH is formaldehyde dehydrogenase); Potency, µM (titrated, usually from 57.1 µM), for inactives: at the highest dose activity change, negative = inhibition, most hits filed as inhibitors; hit rate 1.6% among 230,000; active = well fitted inhibition curve with a large enough effect, not every such curve was filed as active; inconclusive = small, poorly fitted or top-dose-only effect, or another doubt; inactive = no such curve, though single readings can be large or run the other way;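 note: 0% = wells with enzyme and -100% = buffer wells without enzyme; nearly all actives have a fitted effect of over 50% in size; many of its hits are not listed in these tables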
# The depositor's hits bear a star; i = inactive; ? = inconclusive; . = not tested or not shown; & = joins results of further samples; [ ] = another dose, or the depositor's remark. Unless noted, calls come from the whole dose curve; as a rule, active = well fitted curve in the direction sought with a large enough effect; inconclusive = small, poorly fitted or top-dose-only effect, or another doubt; inactive = no such curve, though single readings can be large; an effect the other way counts as inactive or inconclusive. Potency is the fitted concentration of half-maximal effect.
SMILES,SMN2 splice enh,Lamin A splicing,TR SRC2 fluor cs,RECQ1 inh,GoLoco inh red,TRb SRC2 PPI,ALDH1A1 inh,JMJD2E inh
COc1ccc(C)cc1Nc1ccc(C(=O)O)cc1[N+](=O)[O-],.,.,-4%,i,5%,-1%,3%,0%
O=C(NCc1ccccc1Cl)c1ccc2nc[nH]c2c1,3%,-7%,5%,-3%,-9%,1%,-12%,1%
CCC1(C)Cc2c(sc3[nH]c(=S)n(Cc4ccccc4)c(=O)c23)CO1 (stereo not given),-46%[inhibitor],-7%,-3%,-1%,6%,-6%,-5%,-8%
CCOc1ccc(N2C(=O)CC(NCCc3ccncc3)C2=O)cc1 (stereo not given),-4%,-4%,-2%,-2%,0%,3%,?,6%
CCn1c(SCC(=O)NC2CCCC2)nnc1-c1c[nH]c2ccccc12,-15%,-8%,-4%,-3%,-1%,-13%,0%,2%
COC(=O)Cc1[nH]nc2c1C1(C(=O)N(Cc3ccc(Cl)cc3)c3ccccc31)C(C#N)=C(N)O2 (stereo not given),8%,8%,-1%,-2%,3%,2%,?,0%
CC(=O)c1cccc(S(=O)(=O)NC2CCCCCC2)c1,1%[1.84 µM],?,0%,8%,3%,-5%,10µM*,-21%
CCN(C(=O)COC(=O)c1ccccc1SCC(=O)NC1CCCCCCC1)C1CCS(=O)(=O)C1 (stereo not given),-16%,-3%,0%,-34%,10%,4%,?,1%
Cc1ccc(CC(NC(=O)c2ccccc2)C(=O)N2CCCC2C(=O)O)cc1 (stereo not given),2%,1%,1%,?,0%,-9%,8%,8%
Nc1ccc(N2C(=O)c3ccccc3C2=O)c(Cl)c1,13%,?,-2%,-8%,-12%,3%,-5%,13%
CC(C)(Oc1ccc(Cl)cc1)C(=O)N1CCN(c2ccccn2)CC1,-32%[inhibitor],?,-4%,0%,-2%,-3%,?,?
Cc1nnc(NC(=O)c2ccccc2C(=O)O)s1,-34%,-2%,-3%,-6%,-13%,-10%,6%,-4%
Cc1cc(/C(N)=N/OC(=O)Nc2ccc(Cl)cc2)no1,.,.,-2%,-1%,5%,3%,.,5%
Cc1cc(C)c(C#N)c(SCc2nnc(-c3ccccc3)o2)n1,-39%[inhibitor][1.84 µM],?,0%,-7%,12%,2%,1%,?
COc1ccc(NC(=O)CS(=O)CC(=O)Nc2cc(Cl)ccc2OC)cc1 (stereo not given),-5%,-6%,-2%,4%,1%,-13%,8%,3%
c1ccc(CSCc2cn3ccsc3n2)cc1,13µM*,-5%,-2%,-2%,10%,-5%,?,-1%
O=C(c1ccc(-c2ccccc2)cc1)N1CCN(C(=O)c2ccco2)CC1,8%,?,-2%,-11%,-6%,-2%,?,0%
CCOC(=O)c1[nH]ncc1CN1CCC(Cc2ccccc2)(C(=O)OCC)CC1,.,.,0%,-8%,4%,6%,.,-1%
S=C(Nc1ccccc1)N1CCN(c2ccc(N3CCOCC3)nn2)CC1,2%,.,-2%,-3%,-10%,-7%,?,?
O=C(NC1CC1)c1cc2c(F)cccc2s1,-17%,.,-4%,20%,12%,-10%,-3%,-32%
CC(C)c1nc2c(c(=O)n(C)c(=O)n2C)n1C,.,.,2%,-7%,9%,-2%,.,5%
CCCCN=Cc1sc2ccc(OCC)cc2c1O,16%,-3%,-6%,-5%,47%[activator],5%,?,?
CCN(CC(=O)NCc1ccc(Cl)cc1)C(=O)/C=C/c1cccs1,-4%,?,3%,i,2%,-4%,-4%,9%
C#CCOCCOCCOCCNc1nc(N2CCOCC2)nc(N2CCN(C(=O)[C@H](CCC(=O)O)n3cc(C(N)Cc4ccc(O)cc4)nn3)CC2)n1 (stereo not given in full),.,.,-1%,-1%,-1%,2%,-13%,1%
Cc1ccc(N(CC(=O)Nc2ccccc2C(=O)N2CCOCC2)S(C)(=O)=O)cc1,-17%,-8%,-1%,4%,1%,11%,-9%,-2%
COc1ccc(CCNC(=O)CSCc2ccc(Cl)cc2)cc1OC,-43%[inhibitor],?,0%,-7%,6%,1%,-8%,8%
COc1cc(NC(=O)COC(=O)c2cnc(C)cn2)c(C)cc1[N+](=O)[O-],4%,-13%[46 µM],-1%,i,9%,-1%,-5%,5%
C=CCn1c(CCSCc2ccccc2)n[nH]c1=S,.,.,-6%,i,10%,-7%,?,-3%
COc1ccc(CC(=O)Nc2cccc(-c3csc(C)n3)c2)cc1,10%,?,-1%,-6%,11%,-4%,0%,4%
O=C(NCc1ccc2c(c1)OCO2)c1cccc2c1C(=O)N(C1CCCCC1)C2,-12%,-8%,-2%,4%,-2%,4%,1%,-2%
O=C(CSc1ccc(-c2ccccn2)nn1)NCc1ccc(F)cc1,1%,9%[46 µM],1%,-1%,5%,1%,-1%,-8%
CCCc1n[nH]c2c1C(=O)CC(C)(C)C2,-15%,-3%,-3%,-5%,0%,0%,-10%,7%
COc1ccc(C2=NC(c3ccccc3)CO2)cc1 (stereo not given),?,-5%,3%,-4%,4%,-1%,-6%,3%
COC(=O)Cn1cc(/C=N/NC(=O)c2ccc(C#N)cc2F)c2ccccc21,8%,19%,-2%,i,-6%,6%,3%,2%
CSc1ccccc1C(=O)Nc1cccc(C(C)=O)c1,-13%,-6%,1%,-10%,9%,1%,?,2%
COc1cc(/C=C2\SC(=S)N(CC(=O)NC3=NCCS3)C2=O)cc(OC)c1OC,.,.,-1%,-4%,14%,4%,0%,7%
Cc1c(N/C=C(\Cl)C(=O)C(F)(F)F)c(=O)n(-c2ccccc2)n1C,27%,.,-1%,i,-9%,-1%,32µM*,?
Cn1c(C(=O)NCCN2CCOCC2)cc2sccc21,-18%,0%,0%,-2%,6%,-8%,5%,1%
Cc1ccccc1OCC(=O)N(CC(C)C)c1c(N)n(CC(C)C)c(=O)[nH]c1=O,.,.,-1%,-3%,-2%,9%,-4%,-17%
Cc1cccc(N=C2NN=C(c3ccccc3F)CS2)c1C,26%,-6%[46 µM],-3%,-8%,4%,1%,-2%,8%
CCOc1ccccc1CNC(=O)c1cc2oc3ccccc3c2n1CC,?,?,?,-18%,5%,-4%&-16%,?,?
Cc1c(Nc2cc(N3CCOCC3)c3nonc3c2[N+](=O)[O-])c(=O)n(-c2ccccc2)n1C,30%,.,-2%,i,0%,-5%,6%,-3%
C=CCc1ccccc1OCC(O)CN1CCN(c2ccc(C)cc2)CC1 (stereo not given),-10%,8%,-3%,-6%,-7%,-12%,0%,?
O=C(NN1C(=O)C2C3CCC(O3)C2C1=O)c1ccco1 (stereo not given),18%,-8%,-1%,0%,6%,-4%,1%,0%
O=C(CSC(=S)N1CCOCC1)Nc1nccs1,.,.,-2%,i,9%,-5%,.,0%
O=C(COC(=O)C1COc2ccccc2O1)NC(=O)NC1CCCC1 (stereo not given),11%,9%,-1%,-1%,1%,-7%,5%,5%
Cc1cc(/C=C2\SC(=S)NC2=O)c(C)[nH]1,19%,.,?,?,54%[activator],?,?,-29%
O=C1CCC([N+](=O)[O-])C(c2ccc(Cl)cc2)N1 (stereo not given),10%,10%,-3%,-17%,2%,4%,3%,4%
CCOC(=O)c1c(-c2ccc(F)cc2)csc1NC(=O)CN1C(=O)NC2(CCCCC2C)C1=O (stereo not given),-13%,?,0%,i,0%,0%,-3%,-2%
COc1ccccc1CNC(=O)CN(c1ccc(C)cc1)S(=O)(=O)c1c(C)n[nH]c1C,-5%,3%,-1%,i,6%,-3%,-4%,-1%
CS(=O)(=O)N1CCCC(C(=O)NCCN2CCC(Cc3ccccc3)CC2)C1 (stereo not given),-6%,-12%,2%,-3%,5%,-2%,4%,-2%
COc1cccc(CN2CCNC(=O)C2CC(=O)NCc2cn3ccc(C)cc3n2)c1OC (stereo not given),.,.,2%,6%,0%,4%,.,?
CCNC(=S)NNc1nncc2ccccc12,14%,-3%[9.22 µM],-1%,-2%,9%,0%,?,-10%
CCOc1ccc(NC(=S)N2CCCN(Cc3cccc(Cl)c3)C2)cc1,-7%,?,-1%,i,13%,0%,-1%,36%[activator]
CCCC(=O)Nc1ccc(C(=O)/C=C/c2ccc(SC)cc2)cc1,-10%,?,-4%,13%,1%,0%,-2%,-4%
Cc1ccc(NC(=O)CC2C(=O)NC3CCCCC3N2C(=O)c2ccc(F)cc2)cc1C (stereo not given),-11%,-3%,-2%,i,-22%,-15%,3%,-3%
CCCCC(=O)Nc1nnnn1CCC,18%,3%,-8%,i,4%,2%,9%,1%
CC(=O)N1N=C(c2ccco2)CC1c1cccs1 (stereo not given),1%,2%,-6%,?,-2%,3%,3.5µM*,-22%
C=CCN1C(=O)/C(=C/C=C2/N(CC)c3ccc(S(=O)(=O)N(C)C)cc3N2CC)SC1=S,-30%[inhibitor],17%[9.22 µM],?,4µM*,-194%,29%,2.8µM*,3%
CCOc1ccc(-n2c(SCC(=O)Nc3ccc4c(c3)OCO4)nc3ccccc3c2=O)cc1,-6%,5%,1%,-11%,5%,-16%,2%,-3%
COc1ccc(Cc2n[nH]c(=S)n2Cc2ccccc2)cc1Cl,-4%,.,-2%,i,8%,9%,6%,0%
O=C(Cn1cnc2c(cnn2-c2ccc(Cl)cc2)c1=O)NC1CCCCC1,-10%,-2%,-6%,2%,0%,-1%,9%,11%

# Not all compounds are listed. The share of hits here may be higher or lower than overall.
